mHTT CaM bind = disrupts binding of mutant huntingtin to calmodulin | P42858 | 190,000 compounds, 3.6% hits | inhibition, % at 15 µM | AID 1671202 | AlphaScreen His-mHTT/GST-CaM binding, luminescence;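 further: 0% = both proteins with DMSO and 100% = one protein alone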
Target sequence (P42858 whole entry, looked up, stated change not applied): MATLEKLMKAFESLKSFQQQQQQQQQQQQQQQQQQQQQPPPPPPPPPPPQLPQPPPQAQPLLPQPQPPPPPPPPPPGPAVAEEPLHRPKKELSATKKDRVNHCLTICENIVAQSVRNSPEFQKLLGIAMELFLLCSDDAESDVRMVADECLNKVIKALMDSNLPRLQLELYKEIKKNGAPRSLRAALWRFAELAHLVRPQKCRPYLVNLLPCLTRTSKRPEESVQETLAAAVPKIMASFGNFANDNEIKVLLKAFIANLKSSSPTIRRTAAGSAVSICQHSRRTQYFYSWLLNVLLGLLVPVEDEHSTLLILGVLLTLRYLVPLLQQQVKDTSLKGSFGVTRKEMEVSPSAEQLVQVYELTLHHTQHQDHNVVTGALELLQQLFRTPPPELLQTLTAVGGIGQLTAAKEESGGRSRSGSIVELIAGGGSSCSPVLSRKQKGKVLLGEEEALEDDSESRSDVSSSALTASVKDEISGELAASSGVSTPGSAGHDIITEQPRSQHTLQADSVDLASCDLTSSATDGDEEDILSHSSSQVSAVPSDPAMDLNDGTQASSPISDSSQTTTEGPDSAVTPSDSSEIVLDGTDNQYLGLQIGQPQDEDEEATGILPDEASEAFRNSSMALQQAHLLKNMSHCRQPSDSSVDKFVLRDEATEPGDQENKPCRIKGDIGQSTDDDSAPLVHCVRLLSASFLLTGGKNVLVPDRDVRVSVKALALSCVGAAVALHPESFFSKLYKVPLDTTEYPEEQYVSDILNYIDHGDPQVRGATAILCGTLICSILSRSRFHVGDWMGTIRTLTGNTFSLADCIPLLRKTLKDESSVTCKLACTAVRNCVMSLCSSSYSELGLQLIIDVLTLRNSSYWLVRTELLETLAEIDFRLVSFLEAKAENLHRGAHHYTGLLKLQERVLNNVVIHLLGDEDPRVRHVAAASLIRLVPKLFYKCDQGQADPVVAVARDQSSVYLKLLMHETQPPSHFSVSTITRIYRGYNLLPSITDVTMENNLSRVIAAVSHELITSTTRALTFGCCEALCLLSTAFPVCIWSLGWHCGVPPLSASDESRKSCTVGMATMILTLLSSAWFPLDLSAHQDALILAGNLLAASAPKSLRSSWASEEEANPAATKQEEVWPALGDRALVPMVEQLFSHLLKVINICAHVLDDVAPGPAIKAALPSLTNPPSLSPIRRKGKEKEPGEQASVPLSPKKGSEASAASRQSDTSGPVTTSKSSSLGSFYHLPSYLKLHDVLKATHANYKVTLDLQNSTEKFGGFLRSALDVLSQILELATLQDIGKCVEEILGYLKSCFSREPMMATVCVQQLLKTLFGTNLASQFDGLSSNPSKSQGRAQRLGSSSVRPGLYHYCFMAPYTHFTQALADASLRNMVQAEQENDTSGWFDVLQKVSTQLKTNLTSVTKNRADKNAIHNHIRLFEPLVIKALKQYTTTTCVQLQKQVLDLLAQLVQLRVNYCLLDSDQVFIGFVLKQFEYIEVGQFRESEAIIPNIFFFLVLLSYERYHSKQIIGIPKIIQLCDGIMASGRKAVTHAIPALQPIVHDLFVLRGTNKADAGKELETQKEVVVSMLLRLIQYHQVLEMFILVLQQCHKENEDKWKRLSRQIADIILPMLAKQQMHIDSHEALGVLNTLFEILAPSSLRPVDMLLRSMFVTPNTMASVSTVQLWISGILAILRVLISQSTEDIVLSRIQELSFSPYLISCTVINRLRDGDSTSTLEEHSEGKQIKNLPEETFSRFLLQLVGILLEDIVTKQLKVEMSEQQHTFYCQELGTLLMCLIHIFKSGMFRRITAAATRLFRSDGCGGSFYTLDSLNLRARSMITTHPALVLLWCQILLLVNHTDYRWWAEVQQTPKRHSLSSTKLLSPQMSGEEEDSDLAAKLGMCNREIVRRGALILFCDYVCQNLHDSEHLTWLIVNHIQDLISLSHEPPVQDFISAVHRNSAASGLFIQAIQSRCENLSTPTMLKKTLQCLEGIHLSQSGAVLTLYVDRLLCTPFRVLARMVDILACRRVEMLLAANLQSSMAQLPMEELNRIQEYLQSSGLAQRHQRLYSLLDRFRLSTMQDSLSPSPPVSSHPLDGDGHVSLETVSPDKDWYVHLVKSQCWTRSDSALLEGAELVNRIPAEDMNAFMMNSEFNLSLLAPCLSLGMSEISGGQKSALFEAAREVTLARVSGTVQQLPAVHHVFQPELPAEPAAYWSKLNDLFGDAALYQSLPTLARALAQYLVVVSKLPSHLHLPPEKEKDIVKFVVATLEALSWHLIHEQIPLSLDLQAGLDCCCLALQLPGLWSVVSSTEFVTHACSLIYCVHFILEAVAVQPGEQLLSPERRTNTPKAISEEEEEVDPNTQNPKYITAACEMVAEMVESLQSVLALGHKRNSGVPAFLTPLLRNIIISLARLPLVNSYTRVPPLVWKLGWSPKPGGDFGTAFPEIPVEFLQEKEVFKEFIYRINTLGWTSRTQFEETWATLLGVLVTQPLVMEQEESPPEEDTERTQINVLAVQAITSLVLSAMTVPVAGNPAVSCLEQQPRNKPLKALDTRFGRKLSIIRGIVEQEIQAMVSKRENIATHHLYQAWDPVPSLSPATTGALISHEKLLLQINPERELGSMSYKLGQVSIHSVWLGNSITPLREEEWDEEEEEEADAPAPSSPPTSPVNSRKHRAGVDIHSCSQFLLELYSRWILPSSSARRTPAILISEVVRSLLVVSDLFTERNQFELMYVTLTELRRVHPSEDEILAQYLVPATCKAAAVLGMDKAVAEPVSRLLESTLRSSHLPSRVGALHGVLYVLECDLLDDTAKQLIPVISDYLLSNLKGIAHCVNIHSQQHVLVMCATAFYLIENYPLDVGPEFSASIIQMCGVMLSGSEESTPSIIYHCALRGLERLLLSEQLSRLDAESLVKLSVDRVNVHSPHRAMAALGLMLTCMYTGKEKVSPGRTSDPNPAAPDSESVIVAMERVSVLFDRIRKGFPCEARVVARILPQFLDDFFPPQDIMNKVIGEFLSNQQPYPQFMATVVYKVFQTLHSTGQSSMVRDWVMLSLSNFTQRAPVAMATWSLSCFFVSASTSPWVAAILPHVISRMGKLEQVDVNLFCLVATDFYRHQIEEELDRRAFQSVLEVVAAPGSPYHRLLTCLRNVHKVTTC
Pf apPOL inh = Pf-apPOL DNA polymerase inhibition | Recombinant Pf-apPOL, molecular beacon fluorescence, 1.5 h | 210,000 compounds, 0.25% hits | inhibition, % at 10 µM
Active calls of the source: *; x = no result given; & = joins results of further samples. No stated cut-off is given here; in the data, active means inhibition above about 50%; inactive means the rest. An excerpt (hit frequency here may not be typical).

SMILES | mHTT CaM bind | Pf apPOL inh
CCN1CCN(Cc2c(O)ccc3c2OC(=Cc2ccc(OC)c(OC)c2OC)C3=O)CC1 | 24 | -1
CCCN1CCN(C2CCN(C(=O)c3ccc(F)c(F)c3)CC2)C1=O | -2 | -6
Cc1ccc(/C=C2\N=C(c3ccc4c(c3)OCO4)OC2=O)cc1 | -1 | -2
CCC1CN(C(=O)Nc2ccc(F)cc2)c2cc(Cl)ccc2O1 (stereo unspecified) | -24 | -5
O=C(NC1CCCCCC1)C1CCN(S(=O)(=O)c2ccc(Br)s2)CC1 | -7 | 0
CCc1ccc(N2COc3cc4c(cc3C2)OCO4)cc1 | 10 | -7
Cc1cc(C)c(NC(=O)C(C)Sc2ccccn2)c(C)c1 (stereo unspecified) | -3 | -7
COc1ccc(-n2c(SCC(=O)NCc3cccc(Cl)c3)nc3[nH]ncc3c2=O)cc1 | 15 | -2
Cc1ccnc(N2CCC(C(=O)Nc3ccc(Cl)cc3F)CC2)n1 | -12 | 1
COc1ccc(C2=CC(c3ccc(OC)cc3OC)n3ncnc3N2)cc1 (stereo unspecified) | 12 | -3
COc1ccc(CCNC(=O)CN2C(=O)CCCc3ccccc32)cc1OC | -3 | -1
CC(C)Cc1nnc(NS(=O)(=O)c2ccc(F)cc2)s1 | 4 | -10
COC(OC)c1ccc2c(N)c(C(=O)Nc3ccc(C(F)(F)F)cc3)sc2n1 | x | -3
Cc1onc(-c2c(Cl)cccc2Cl)c1C(=O)N=S1CCC2(C1)OCCO2 (stereo unspecified) | x | 5
COc1cccc(-c2noc(C3CCCN3C(=O)Nc3ccc(OC)c(OC)c3)n2)c1 (stereo unspecified) | 33 | -1
CCCCC#Cc1nc(NC)c2ncn([C@@H]3O[C@H](CO)C(O)[C@@H]3O)c2n1 (stereo partly specified) | x | 10
O=C1CSC(=S)N1Cc1ccccc1 | x | -5
O=C1CCN(CCc2ccccc2)CCN1[C@H](CSc1ccccc1)Cc1ccccc1 | 38 | -7
c1ccc(C2=Nn3cnnc3SC2)cc1 | -5 | -3
Cc1ccc(NC(=O)c2sc3ncn(Cc4ccccc4F)c(=O)c3c2C)cc1Cl | -6 | -17

Some of these compounds in order of formula weight, high to low:
SMILES | mHTT CaM bind | Pf apPOL inh
CCN1CCN(Cc2c(O)ccc3c2OC(=Cc2ccc(OC)c(OC)c2OC)C3=O)CC1 | 24 | -1
Cc1ccc(NC(=O)c2sc3ncn(Cc4ccccc4F)c(=O)c3c2C)cc1Cl | -6 | -17
COc1cccc(-c2noc(C3CCCN3C(=O)Nc3ccc(OC)c(OC)c3)n2)c1 (stereo unspecified) | 33 | -1
Cc1ccc(/C=C2\N=C(c3ccc4c(c3)OCO4)OC2=O)cc1 | -1 | -2

Remaining list, next part
SMILES | mHTT CaM bind | Pf apPOL inh
O=C(O)c1ccc(Nc2c3ccccc3nc3ccccc23)cc1 | -2 | 2
COc1ccc(-c2nc(-c3c(F)cccc3F)no2)c(OC)c1 | -12 | -7
CC(C)CCNC(=O)C1(C)CCC(=O)N1Cc1ccccc1F (stereo unspecified) | -10 | 1
CCCN(CCC)S(=O)(=O)c1ccc(C(=O)Nc2ccc3sc(SC)nc3c2)cc1 | -2 | -2
CCCC(=O)N1CCN(c2nc3c(s2)c(C)nn3-c2ccc(F)cc2)CC1 | 0 | -6
N#CC12CC([N+](=O)[O-])=C(N)C1(C#N)CC([N+](=O)[O-])=C2N (stereo unspecified) | 3 | -2
Cc1ccc(Cc2nnc(-c3cc(N)ccc3F)o2)cc1 | 13 | -5
C=CCNC(=O)c1cc2c(=O)n3ccccc3nc2n(CCCOCC)c1=N | 6 | -7
C=C(C)Cn1c(Br)nc2c1c(=O)[nH]c(=O)n2C | -4 | -4
O=C(Oc1ccc2c(c1)OC(=Cc1ccncc1)C2=O)c1ccc([N+](=O)[O-])cc1 | -2 | 8
CC(C)Cc1nc2ccccc2n1C(C)C | -14&3 | 5&1
COc1cccc(CNC(=O)C2CC(=O)N(c3ccc4oc(C)nc4c3)C2)c1 (stereo unspecified) | 6 | -4
COc1ccc(-n2nc(C(=O)NCc3ccccn3)c3ccccc3c2=O)c(OC)c1 | 5 | -4
OC(COCC1COc2ccccc2O1)CN1CCN(Cc2ccccc2)CC1 (stereo unspecified) | 2 | -2
CCCn1c(C2CCN(C(=O)c3ccc(OC)cc3)C2)nc2cccnc21 (stereo unspecified) | 0 | -2
Cc1ccc(C(=O)N2CCN(C(=O)c3nnn4c3COC(c3ccccc3)C4)CC2)cc1F (stereo unspecified) | 5 | -2
COc1ccccc1CNC(=O)c1ccc(NC(C)=O)cc1N1CCCCC1 | 12 | -4
COc1cccc(CNc2cccc3cccnc23)c1O | 54* | -5
COc1ccc(C2NC(=O)c3c(sc4c3CCC(C(C)(C)C)C4)N2)c(OC)c1 (stereo unspecified) | 11 | -3
CCOc1ccc(/C=c2\sc3nc(=O)c(C)nn3c2=O)cc1OCC | 5 | -6

Some of the entries so far, as labelled records.
COc1ccc(C2NC(=O)c3c(sc4c3CCC(C(C)(C)C)C4)N2)c(OC)c1 (stereo unspecified)
  mHTT CaM bind: 11 | Pf apPOL inh: -3

O=C(Oc1ccc2c(c1)OC(=Cc1ccncc1)C2=O)c1ccc([N+](=O)[O-])cc1
  mHTT CaM bind: -2 | Pf apPOL inh: 8

N#CC12CC([N+](=O)[O-])=C(N)C1(C#N)CC([N+](=O)[O-])=C2N (stereo unspecified)
  mHTT CaM bind: 3 | Pf apPOL inh: -2

CCCn1c(C2CCN(C(=O)c3ccc(OC)cc3)C2)nc2cccnc21 (stereo unspecified)
  mHTT CaM bind: 0 | Pf apPOL inh: -2

New compounds follow:
SMILES | mHTT CaM bind | Pf apPOL inh
O=C(O)C(NS(=O)(=O)c1ccc(Br)s1)c1ccccc1 (stereo unspecified) | -4 | -8
O=C(NCc1cccnc1-c1ccc(F)cc1)C1CCC1 | -8 | -3
COc1ccccc1C1C(C#N)=C(N)Oc2c1c(C)nn2Cc1ccccc1 (stereo unspecified) | 2 | -5
CN1CCN(C(=O)C(=O)Nc2ccc3c(c2)OCO3)CC1 | -1 | -10
Cn1c(=O)oc2cc(S(=O)(=O)N3CCC(c4ccncc4)CC3)ccc21 | -3 | 2
CSc1ccc(CNC(=O)C2CCCN(C(=O)c3ccccc3Cl)C2)cc1 (stereo unspecified) | 27 | 11
Cc1ccc2ncn(C3CCN(S(=O)(=O)c4ccc(F)cc4F)CC3)c(=O)c2c1 | -3 | -1
O=C(NCCCN1CCCC1)C1CCN(c2nnc3ccc(Cl)cn23)CC1 | 4 | 0
Cn1c(=O)[nH]c(=O)c2c1nc(SCC(=O)O)n2CC(O)COc1ccccc1 (stereo unspecified) | -2 | -2
CCCc1c(C)c2ccc(OC(C)C(=O)OCC)cc2oc1=O (stereo unspecified) | -6 | -7
CC1CCc2cc(F)cc3c(O)c(C(=O)NCCN4CCOCC4)c(=O)n1c23 (stereo unspecified) | 26 | -83
CCn1c(=O)c2ccnn2c2ccc(C(=O)NCc3ccc(F)cc3Cl)cc21 | -4 | -10
CN(C)Cc1c(O)ccc2c1OC(=Cc1cccs1)C2=O | 1 | -3
COC(=O)CSC(=S)N(C)C | x | -4
COCC(=O)Nc1ccccc1[N+](=O)[O-] | 5 | -3
Cc1ccsc1CCNS(=O)(=O)c1ccc2[nH]c3c(c2c1)CCCC3 | 62* | -1
COc1ccc(-c2nc3c4cnn(Cc5ccccc5)c4ncn3n2)cc1 | -6 | 2
O=C(CNC(=O)c1ccc(=O)[nH]c1)NCc1cccs1 | -5 | -5
CCc1ccc(C2CC(c3ccc(C)cc3)n3ncnc3N2)cc1 (stereo unspecified) | -3 | 8
CS(=O)(=O)N(CC(=O)NCc1ccncc1)c1ccc(Cl)c(Cl)c1 | 2 | -5
Cc1ccccc1CN1[C@@H]2c3ccccc3C[C@@H]2OCCS1(=O)=O | -3 | -2
Cc1[nH]nc2c1C(c1cccc(Cl)c1Cl)C(C#N)=C(N)O2 (stereo unspecified) | 7 | 1
CCOC(=O)c1nsc(C(C)=NNc2ccccc2)c1N | x | 7
COc1ccccc1NC(=O)C1=C(C)Nc2nc3ccccc3n2C1c1ccc(F)cc1 (stereo unspecified) | 1 | -11
Oc1ccc(I)cc1C=Nc1cc(Cl)ccc1O | 38 | -7
Cn1cc(C(N)=NOC(=O)c2ccc(Cl)cc2)c(=O)n(Cc2ccccc2)c1=O | x | 1
CC(C)C(=O)Nc1ccc2c(c1)CC(C(=O)NCc1ccc(F)cc1)CO2 (stereo unspecified) | -5 | 4
COc1ccc(-c2cc(C(F)(F)F)n3ncc(C(=O)NCCN4CCOCC4)c3n2)cc1 | -3 | -6
CSc1ccc(CN2CCC(C(N)=O)CC2)cc1 | -2 | -3
O=C(N/C(=C\c1ccco1)C(=O)N1CCCCC1)c1ccc(Br)o1 | 12 | -3
N#CC1=C(N)C(C#N)(C#N)C(c2cccc(Cl)c2Cl)C2CSCC=C12 (stereo unspecified) | 38 | 6
NC(=O)C1CCN(C(=O)c2cc3c(=O)oc4ccccc4c3s2)CC1 | 1 | 0
N#CC(=Cc1cc2ccccc2o1)S(=O)(=O)c1ccccn1 | x | -3
CC1=CN2C(=NC(=O)CC2(C)C(=O)NC2CCC(C)CC2)C=C1 (stereo unspecified) | -4 | -9
CCOc1cc(C(=O)Nc2cccc(-c3nc4ccccc4o3)c2C)cc(OCC)c1OCC | -8 | 3
COc1ccc(S(=O)(=O)NCCSCc2ccco2)cc1Br | -2&-7 | -6&-5
Cc1ccc(NC(=O)C2CCc3nc(N4CCOCC4)ncc3C2)cc1Cl (stereo unspecified) | 18 | -5
CC(C)(C)c1ccc(-c2cc(=O)c3ccc(NC(=O)C=Cc4ccccc4)cc3o2)cc1 | 0 | -7
COc1ccc(CC(=O)Nc2cc(-c3cccnc3)no2)cc1 | -7 | -2
COc1ccc(S(=O)(=O)N(CC(=O)NC(C(C)C)C(C)C)c2ccc(C)cc2)cc1OC | 11 | -2
COc1cccc(CC(=O)N2CCCC2c2ccccc2C)c1 (stereo unspecified) | -1 | -3
CN(C)c1cccc(C(=O)N2CCN(C(=O)C3CC3c3ccc(F)cc3)CC2)c1 (stereo unspecified) | 9 | -10
CN1CCCc2cc(/C=C3\Cc4ccccc4C3=O)ccc21 | -54 | -4
CCC(C)NC(=O)c1ccc(C)cc1Cl (stereo unspecified) | -4 | -1
O=C(NCc1cc(-c2cc3ccccc3o2)on1)c1c(F)cccc1Cl | -12 | -8
CSc1ccccc1CN1CCC(CNC(=O)C(=O)Nc2cccnc2)CC1 | -10 | -3
COc1ccccc1C(=O)N1CCN(C(=O)C(c2ccccc2)c2ccccc2)CC1 | 21 | -10
CCOc1cc(C2NC(C(=O)O)CS2)ccc1OC (stereo unspecified) | -3 | -1
O=C(CCCOc1ccccc1)N1CCCCC1 | -6 | -4
COc1ccccc1-c1noc(C2CCCN2C(=O)Cc2c[nH]c3ccccc23)n1 (stereo unspecified) | 32 | 0
COc1ccc(C(=O)N2CCC(C(=O)Nc3ccc(F)cc3F)CC2)cc1OC | 0 | -1
COc1cc2c(cc1OC)C(C(=O)O)C(c1cccs1)N(C)C2=O (stereo unspecified) | 5 | -3
COc1ccc(-c2noc(C(C)Oc3ccc(Cl)cc3Cl)n2)cc1OC (stereo unspecified) | -14 | -3
Cc1ccc(NCN2C(=O)C(=O)c3ccccc32)c(C)c1 | 11 | 4
CCCC(=O)N1CCN(c2nc(Cc3ccccc3)c3c(c2C#N)CC(C)(C)OC3)CC1 | -6 | 0
CN(C)S(=O)(=O)c1ccc(C(=O)Nc2nc(-c3cccs3)cs2)cc1 | 13 | -6
COc1ccc(C)cc1NC(=O)c1cc(S(=O)(=O)N2CCc3ccccc32)ccc1F | 6 | 29
Nc1c(C(=O)O)ccc2c1C(=O)c1ccccc1C2=O | 20 | -9
CCOc1ccc(NC(=O)c2ccc(S(=O)(=O)N3CCCCC3)cc2)cc1 | 4 | -4
O=C(Cc1ccc(F)cc1)N1CCc2[nH]cnc2C1c1ccccc1 (stereo unspecified) | 18 | -2

(next part)
SMILES | mHTT CaM bind | Pf apPOL inh
CCOCC(=O)N1CCCC(c2ccnc(Nc3ccccc3C)n2)C1 (stereo unspecified) | 5 | -3
Clc1nc(N2CCCCCC2)nc(N2CCCCCC2)n1 | -13 | -2
CCCCCNC(=O)C1CCCN(c2ncc(-c3cccc(F)c3)cn2)C1 (stereo unspecified) | -14 | -4
Cc1cc(C)c(OCC(=O)NC2CCS(=O)(=O)C2)c(C)c1 (stereo unspecified) | -3 | -10
CC(=O)N1CCc2cc(Br)cc(S(=O)(=O)Nc3ccc(C)c(C)c3)c21 | 14 | -6

Profiles as entered above:
Cc1cc(C)c(OCC(=O)NC2CCS(=O)(=O)C2)c(C)c1 (stereo unspecified) in the list: mHTT CaM bind = -3; Pf apPOL inh = -10
CC(=O)N1CCc2cc(Br)cc(S(=O)(=O)Nc3ccc(C)c(C)c3)c21 in the list: mHTT CaM bind = 14; Pf apPOL inh = -6

Bioassay records from PubChem BioAssay.
